# TNAP act hi DEA: TNAP activators at high phosphate acceptor level, primary screen, biochemical, luminescence, uHTS; Alkaline phosphatase, tissue-nonspecific isozyme (Homo sapiens), P05186; purified TNAP, CDP-star luminescence, 1 M DEA, 30 min; stronger effect = higher value; 0 = EDTA background, 1 = DMSO-only activity; activation factor at 20 µM; 200,000 tested, under 10 active;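 active means activation factor at least 2 at 20 µM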
# Target sequence (P05186 whole entry, looked up): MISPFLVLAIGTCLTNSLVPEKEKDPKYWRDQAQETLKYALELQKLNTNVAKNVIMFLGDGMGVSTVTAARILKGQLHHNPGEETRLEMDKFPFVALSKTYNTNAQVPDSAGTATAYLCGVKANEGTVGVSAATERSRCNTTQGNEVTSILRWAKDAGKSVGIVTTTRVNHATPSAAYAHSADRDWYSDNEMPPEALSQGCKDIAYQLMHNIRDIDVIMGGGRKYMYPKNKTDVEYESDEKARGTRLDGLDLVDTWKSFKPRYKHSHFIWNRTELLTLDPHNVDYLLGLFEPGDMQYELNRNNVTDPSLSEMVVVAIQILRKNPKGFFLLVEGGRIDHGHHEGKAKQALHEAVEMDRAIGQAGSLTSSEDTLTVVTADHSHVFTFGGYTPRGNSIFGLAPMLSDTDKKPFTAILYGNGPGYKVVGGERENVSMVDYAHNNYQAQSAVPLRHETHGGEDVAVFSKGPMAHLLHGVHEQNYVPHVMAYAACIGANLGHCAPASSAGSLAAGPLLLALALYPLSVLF
#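 Test system – human TNAP · Doses – 20 µM single point · Incubation – 30 min, room temperature · Signal – luminescent substrate turnover signal · Read-out basis – activation factor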
# HMGR II inh: inhibitors of E. faecalis class II HMGR, primary screen, biochemical, Enterococcus faecalis | purified E. faecalis HMGR, NADPH absorbance 340 nm kinetic | inhibition, % at 10 µM | hit rate 0.41% among 190,000;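 active means inhibition above a set limit, the median over all tested compounds plus 3 SD, cut at about 9.5% in these data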;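 further: enzyme runs in reverse so mevalonate oxidation gives rising NADPH absorbance; 0% = complete reaction with DMSO and 100% = background rate lacking mevalonate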
# PPARg SRC2 recr: agonists of PPARg-SRC-2 recruitment, primary screen, biochemical, HTS | Peroxisome proliferator-activated receptor gamma (Homo sapiens), P37231 | PPARgamma LBD-SRC-2 recruitment | activation, % at 8 µM | hit rate 0.34% among 200,000; in the data active means activation above about 22%;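 further: 0% = vehicle and 100% = reference agonist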
# Target sequence (P37231 whole entry, looked up, the tested form may be a part): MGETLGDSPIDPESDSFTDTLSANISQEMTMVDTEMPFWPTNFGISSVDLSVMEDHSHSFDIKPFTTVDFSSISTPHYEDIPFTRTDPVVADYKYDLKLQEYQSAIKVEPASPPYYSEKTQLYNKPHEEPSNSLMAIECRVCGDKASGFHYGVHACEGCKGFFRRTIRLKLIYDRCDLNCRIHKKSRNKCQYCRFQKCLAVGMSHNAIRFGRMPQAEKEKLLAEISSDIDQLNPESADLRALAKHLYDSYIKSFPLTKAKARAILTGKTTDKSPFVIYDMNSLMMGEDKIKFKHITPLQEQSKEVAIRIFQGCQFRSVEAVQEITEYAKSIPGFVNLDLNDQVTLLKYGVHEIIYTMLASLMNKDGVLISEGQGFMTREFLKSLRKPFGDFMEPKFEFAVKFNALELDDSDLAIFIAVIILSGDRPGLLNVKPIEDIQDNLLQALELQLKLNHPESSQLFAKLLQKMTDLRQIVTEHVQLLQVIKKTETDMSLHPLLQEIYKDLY
# bIAP activator: bovine intestinal alkaline phosphatase activators, primary screen, biochemical, bovine IAP, CDP-star luminescence; activation factor at 20 µM; alkaline phosphatase, intestinal [Bos taurus]; hit rate 0.17% among 200,000; purified bovine IAP, 30 min; stronger effect = higher value; fold of DMSO-control signal, blank-subtracted;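 active means activation factor of 2 or more at 20 µM, a signal rise over negative controls twice the positive control's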
# TNAP inh noacc: human TNAP enzyme inhibitors, primary screen, biochemical, luminescent, no phosphate acceptor, uHTS; Alkaline phosphatase, tissue-nonspecific isozyme (Homo sapiens), P05186; purified TNAP, CDP-star luminescence, 30 min; inhibition, % at 20 µM; hit rate 0.26% among 200,000; AID 1012, 2008;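 active means tissue-nonspecific alkaline phosphatase inhibition above about 50% at 20 µM in the single-dose screen, limit read from the data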;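 further: 0% = DMSO negative control and 100% = EDTA positive control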
# SRC2 TRFRET art: TR-FRET signal artefacts, primary screen, artefact control for PPARgamma SRC-2 agonist project, biochemical | hit rate 0.4% among 200,000 | TR-FRET artefact counter-screen; stronger effect = higher value | AID 1049, 2008 | TR-FRET ratio at 8 µM; in the data active means TR-FRET ratio above about 2000; further: inactives centre near 1500
# bIAP inhibitor: bovine intestinal alkaline phosphatase inhibitors, primary screen, selectivity assay for TNAP inhibitor project, biochemical, bovine IAP, CDP-star luminescence. purified bovine IAP, 30 min. AID 1019, 2008. inhibition, % at 20 µM. alkaline phosphatase, intestinal [Bos taurus]. 190,000 tested, under 10 active;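 active means over 50% inhibition of intestinal alkaline phosphatase at 20 µM in the single-dose screen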
#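 System: Purified bovine intestinal alkaline phosphatase (IAP) enzyme | Input: IAP diluted 1/65,000,000 in the well | Also added: CDP-star chemiluminescent phosphatase substrate, 30 µM final | Dosing: 20 µM single dose | Times: Enzyme reaction for 30 min at room temperature | Detection: Luminescence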
# PPARg SRC-1 ag: PPARgamma agonists recruiting SRC-1 coactivator, primary screen, biochemical; Peroxisome proliferator-activated receptor gamma (Homo sapiens), P37231; activation, % at 8 µM; AID 631, 2007; hit rate 0.41% among 200,000; PPARgamma-SRC-1 coactivator recruitment biochemical assay; in the data active means activation above about 19%;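 further: 0% = DMSO and 100% = reference agonist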
# TNAP inh hiacc: human TNAP enzyme inhibitors, primary screen, biochemical, luminescent, high phosphate acceptor level, uHTS. Alkaline phosphatase, tissue-nonspecific isozyme (Homo sapiens), P05186. AID 1135, 2008. inhibition, % at 20 µM. hit rate 0.03% among 200,000. purified TNAP, CDP-star luminescence, 1 M DEA;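 active means over 50% inhibition of tissue-nonspecific alkaline phosphatase at 20 µM in the single-dose screen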;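 further: plate controls were DMSO wells for no effect and EDTA-quenched wells as full inhibition for full effect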
# PPARg SRC3 recr: PPARgamma agonists recruiting SRC-3 coactivator, primary screen, biochemical; biochemical PPARgamma/SRC-3 coactivator recruitment assay; activation, % at 8 µM; hit rate 0.26% among 200,000; in the data active means activation above about 23%;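 further: 0% = DMSO and 100% = reference agonist; some compounds past the cut are filed as inactive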
# Numbers without * were called inactive; · = not tested or not shown. Compounds were not picked by outcome. Share with any hit: about 1.6%.
SMILES,TNAP act hi DEA,HMGR II inh,PPARg SRC2 recr,bIAP activator,TNAP inh noacc,SRC2 TRFRET art,bIAP inhibitor,PPARg SRC-1 ag,TNAP inh hiacc,PPARg SRC3 recr
Cc1nn(-c2ccccc2)c(OC(=O)c2cccs2)c1S(=O)(=O)c1ccccc1,1,-10.9,0.6,1,-9.1,1499,2.1,-1.9,-4.0,2.8
COC(=O)c1ccc(N2CCC(c3cc(-c4ccc(OC)cc4)n[nH]3)CC2)c([N+](=O)[O-])c1,1,-3.8,-1.0,1,18.7,1355,3.4,-3.4,3.3,0.3
Cc1ccc(CN(C)C(=O)c2ccccc2Oc2ccccc2)o1,1,-3.8,13.1,0.9,-11.5,1620,9.5,-0.2,-1.9,-0.3
CC1CCc2nn(CC(=O)NCCC3=CCCCC3)cc2C1 (stereo not given),1,-7.0,1.8,1,-13.4,1696,3.1,8.8,-1.6,3.3
Cc1noc(C)c1C(=O)Nc1ccc(Cl)cc1C(F)(F)F,1,-2.0,-5.1,0.9,-7.4,1371,5.0,1.6,-3.2,-1.7
Cc1cc(C(=O)COC(=O)c2n[nH]c3ccccc23)c(C)n1C,1,-3.2,2.0,1,15.0,1481,-3.9,9.1,-1.9,8.2
CCc1cc(C(=O)O)c(NC(=O)/C=C/c2ccc(OC)c(OC)c2)s1,1,-5.5,10.6,1,-4.4,1540,-1.0,-10.5,-4.4,5.1
Cn1c(=O)cc(OCCCC(=O)NCc2ccco2)c2ccccc21,1,-3.5,1.9,1,-11.7,1641,4.1,7.4,-0.7,5.2
CCOc1ccc2nc(NS(=O)(=O)c3ccc(NC(C)=O)cc3)sc2c1,1,-1.6,-6.1,0.9,-6.8,1595,9.2,-4.0,-0.4,-4.8
CC1=CC(C)(C)N2C(=O)C3(C(C#N)=C(N)OC4=C3C(=O)CC(C)(C)C4)c3cc(C)cc1c32 (stereo not given),1,-1.6,0.6,1,14.6,1449,-4.6,-3.1,-0.3,-1.9
CCCCC(=O)Nc1ccc(C(=O)NNC(=O)CCc2ccccc2)cc1,1,-9.1,-1.1,1.1,-3.2,1519,-5.3,-4.1,3.2,3.1
N#Cc1ccc(COC(=O)CSc2nnc(N)s2)cc1,1,-1.8,9.1,0.9,-4.8,1426,13.8,3.1,-3.5,8.7
CSCCC(NC(=O)c1ccco1)C(=O)NCc1ccc(F)cc1 (stereo not given),0.9,-0.9,3.3,0.9,-10.9,1699,12.2,0.0,10.2,4.6
N=C1C(c2nc3ccccc3s2)=C(O)CN1c1ccccc1,1.1,0.2,1.9,1.1,-15.1,1441,-13.4,3.8,-7.3,-1.6
c1ccc(-c2csc3ncnc(N4CCc5ccccc5C4)c23)cc1,1.1,-1.4,5.5,0.8,-14.9,1498,22.8,5.7,-10.0,4.2
CC1(C)Cc2ccccc2C2CC(O)C(=O)N21 (stereo not given),1,-4.0,1.7,1,-11.0,1537,2.8,3.1,-2.6,9.0
C/C(Cn1nnc([N+](=O)[O-])n1)=N\NC(=O)c1ccc(O)cc1O,1,1.1,4.2,0.8,-10.8,1599,19.6,-6.4,0.4,3.9
COc1cccc(C(O)Cc2nc3ccccc3n2C)c1OC (stereo not given),1.1,-2.4,-8.0,1,-9.5,1238,0.0,-12.8,-8.5,0.2
Cc1cccc(-c2cc3nc(C)cc(NCCCN(C)C)n3n2)c1,1,-1.4,-8.0,1.1,53.1*,1239,-6.6,2.1,-3.5,-20.3
CCOc1cc(/C=C/C(=O)c2ccc(O)cc2)ccc1OCC(=O)N(C)C,1,2.5,10.8,1,-0.3,1665,0.4,9.1,4.5,6.7
Cn1ccnc1C(=O)c1cc(SCC(=O)N2CCOCC2)nc2ccccc12,1,0.4,-5.2,1.2,-11.5,1346,-18.9,6.6,-1.4,0.6
O=C(Nc1nc2c(s1)CCCC2)c1cccc(S(=O)(=O)N2CCCc3ccccc32)c1,1,-7.1,-1.1,0.9,-18.6,1586,6.1,11.1,-2.2,0.3
CCOC(=O)N1CCN(C(=O)Nc2ccccc2)CC1,1,-5.9,5.1,1,-7.4,1498,-0.2,-3.8,-3.4,4.9
COc1ccc(C(=O)C(CCC(CNC(C)(C)C)C(=O)c2ccc(OC)cc2)CNC(C)(C)C)cc1 (stereo not given),1,-5.8,2.5,0.9,-7.0,1466,5.2,5.8,-2.6,1.1
CSc1nsc(SCC(=O)N2CCN(c3ccccc3)CC2)n1,1,-3.5,0.7,0.9,-4.9,1764,8.6,-0.8,-0.6,6.9
Cc1ccc(-c2nc3ccccn3c2NC(=O)c2ccco2)cc1,1,1.8,5.2,0.8,-14.1,1557,15.8,-1.8,-3.1,4.2
COc1cc(/C=C(/C#N)c2nc3ccccc3[nH]2)ccc1OCc1ccc(C(=O)O)o1,1,-3.5,-14.3,1,-6.1,1536,-1.1,-1.4,0.1,10.1
CNCc1ccccc1OCC(=O)Nc1ccccc1,1,1.1,6.0,0.8,-11.8,1450,21.4,2.8,-4.8,1.9
O=C(NC1=NCCS1)Nc1ccccc1,1,-7.5,1.1,1,-8.4,1496,-2.7,-1.4,-1.9,-5.6
CN1CCc2c(sc3c2C(=O)NC(c2ccc4c(c2)OCO4)N3)C1 (stereo not given),1,·,·,1,1.0,·,2.8,·,0.0,·
Cn1c(=O)c2c(ncn2CC(=O)N/N=C/C(Br)=C/c2ccccc2)n(C)c1=O,1.1,-5.7,3.4,0.8,1.5,1544,17.1,-3.5,-5.2,4.3
Cc1cc2n(n1)C(c1sccc1C)Nc1c(C)cccc1-2 (stereo not given),1,-6.2,2.9,0.9,-4.3,1540,5.4,-3.0,-1.4,-7.7
CC(=O)NCCC(=O)Nc1ccc(F)cc1C,1,-1.4,5.9,1,-1.3,1514,2.8,8.0,-3.6,9.6
COc1ccc(OC)c(NC(=O)C2C3CCC(C3=C(C)C)C2C(=O)O)c1 (stereo not given),1,-3.8,1.0,0.9,-13.5,1506,5.1,0.9,1.9,10.4
CC(c1ccc(F)cc1)n1c(Cn2ncc3ccccc3c2=O)n[nH]c1=S (stereo not given),1,6.0,1.0,0.8,5.6,1495,23.4,-2.7,0.8,4.2
O=C(Nc1ccccc1C(=O)NCc1ccco1)NC1CCCCC1,1.1,-2.2,0.2,1,-12.5,1575,4.9,-2.1,-5.6,-2.8
CCC1C(=O)c2ccccc2N(C)C1=O (stereo not given),1,0.5,2.1,1.1,1.8,1576,-11.6,-4.2,-1.0,-1.4
Cc1ccccc1C(=O)N1CCN(c2ncnc3c2cnn3-c2ccccc2)CC1,1,-5.4,1.2,1.1,-5.7,1690,-5.5,4.0,-0.6,9.0
CC1(C)CC(O)(CCNCc2ccc3c(c2)OCO3)CCO1 (stereo not given),1.1,0.4,4.8,0.9,-9.3,1466,11.0,1.5,-6.2,-3.3
CS(=O)(=O)N1CCCC(C(=O)NCc2ccc(F)cc2Cl)C1 (stereo not given),1,1.5,2.6,0.9,-10.5,1605,12.0,0.4,-4.2,-0.3

# Some of the entries above, reformatted:
SMILES	TNAP act hi DEA	HMGR II inh	PPARg SRC2 recr	bIAP activator	TNAP inh noacc	SRC2 TRFRET art	bIAP inhibitor	PPARg SRC-1 ag	TNAP inh hiacc	PPARg SRC3 recr
Cc1cc2n(n1)C(c1sccc1C)Nc1c(C)cccc1-2 (stereo not given)	1	-6.2	2.9	0.9	-4.3	1540	5.4	-3.0	-1.4	-7.7
CC(=O)NCCC(=O)Nc1ccc(F)cc1C	1	-1.4	5.9	1	-1.3	1514	2.8	8.0	-3.6	9.6
COc1ccc(OC)c(NC(=O)C2C3CCC(C3=C(C)C)C2C(=O)O)c1 (stereo not given)	1	-3.8	1.0	0.9	-13.5	1506	5.1	0.9	1.9	10.4
CC(c1ccc(F)cc1)n1c(Cn2ncc3ccccc3c2=O)n[nH]c1=S (stereo not given)	1	6.0	1.0	0.8	5.6	1495	23.4	-2.7	0.8	4.2
O=C(Nc1ccccc1C(=O)NCc1ccco1)NC1CCCCC1	1.1	-2.2	0.2	1	-12.5	1575	4.9	-2.1	-5.6	-2.8
CCC1C(=O)c2ccccc2N(C)C1=O (stereo not given)	1	0.5	2.1	1.1	1.8	1576	-11.6	-4.2	-1.0	-1.4
Cc1ccccc1C(=O)N1CCN(c2ncnc3c2cnn3-c2ccccc2)CC1	1	-5.4	1.2	1.1	-5.7	1690	-5.5	4.0	-0.6	9.0
CC1(C)CC(O)(CCNCc2ccc3c(c2)OCO3)CCO1 (stereo not given)	1.1	0.4	4.8	0.9	-9.3	1466	11.0	1.5	-6.2	-3.3
CS(=O)(=O)N1CCCC(C(=O)NCc2ccc(F)cc2Cl)C1 (stereo not given)	1	1.5	2.6	0.9	-10.5	1605	12.0	0.4	-4.2	-0.3

# Continuation:
SMILES,TNAP act hi DEA,HMGR II inh,PPARg SRC2 recr,bIAP activator,TNAP inh noacc,SRC2 TRFRET art,bIAP inhibitor,PPARg SRC-1 ag,TNAP inh hiacc,PPARg SRC3 recr
CCOC(=O)c1c(C)[nH]c(=S)c(C#N)c1-c1ccc(Cl)cc1,1,-1.2,-5.5,0.9,1.8,1435,12.9,-3.7,-3.0,-1.1
O=C(O)C1CCC(CNCc2cccnc2)CC1 (stereo not given),·,·,0.3,·,·,1656,·,1.4,·,13.3
COc1ccc(-n2c(CNc3ccc(C)cc3)nnc2SCC(=O)Nc2nc(-c3ccccc3)cs2)cc1,1.1,-5.0,-3.1,0.8,-10.9,1471,21.1,-0.1,-5.1,5.4
CCn1c(SCC(=O)N2CCN(C(=O)c3ccco3)CC2)nnc1C(C)C,1,-0.3,5.5,1,-6.1,1639,0.3,16.5,-4.9,1.0
O=C(O)c1ccccc1NC(=S)NC(NC(=O)c1ccccc1[N+](=O)[O-])C(Cl)(Cl)Cl (stereo not given),1,-4.2,4.8,1,-7.3,1693,3.0,-2.6,-2.4,8.2
Cn1nc(C(=O)NCC2CCCO2)c2ccccc2c1=O (stereo not given),1.1,-6.0,7.4,0.9,-16.6,1569,5.2,4.7,-6.2,10.1

# Screens as filed in PubChem.
